# Jurkat NFkB inh: lowers PMA/ionomycin-induced NF-kB signal in Jurkat cells; PMA/ionomycin-induced NF-kB luciferase reporter, luminescence; inhibition, % at 4 µM; actives 0.53% (n = 330,000); AID 435003
# UBC13 polyUb: blocks human UBC13 polyubiquitin chain formation; P61088; inhibition, % at 20 µM; actives 0.47% (n = 330,000); AID 485273; TR-FRET; in the data active = inhibition above about 45%, passing the limit was not always enough; inconclusive = no clear call, values can overlap the other calls
# Target sequence (P61088 whole entry, looked up): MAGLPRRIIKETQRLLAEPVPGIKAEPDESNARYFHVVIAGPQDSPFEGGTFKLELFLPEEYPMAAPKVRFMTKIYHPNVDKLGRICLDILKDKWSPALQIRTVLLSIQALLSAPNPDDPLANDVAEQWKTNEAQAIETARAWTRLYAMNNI
# SENP8 block: inhibitors of human SENP8 protease; actives 1.2% (n = 330,000); AID 2540; purified SENP8, Z-RLRGG-aminoluciferin cleavage, luminescence; inhibition, % at 10 µM
# HKDC1 inhibitor: HKDC1 (human) hexokinase inhibition; Q2TB90; recombinant HKDC1, G6PDH/diaphorase resazurin coupled fluorescence; inhibition, % at 20 µM; actives 0.16% (n = 340,000);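 active = inhibition above about 35% when tested at 20 µM, limit read from the data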;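 note: plate controls were DMSO wells with enzyme for no effect and DMSO wells lacking enzyme for full effect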
# Target sequence (Q2TB90 whole entry, looked up): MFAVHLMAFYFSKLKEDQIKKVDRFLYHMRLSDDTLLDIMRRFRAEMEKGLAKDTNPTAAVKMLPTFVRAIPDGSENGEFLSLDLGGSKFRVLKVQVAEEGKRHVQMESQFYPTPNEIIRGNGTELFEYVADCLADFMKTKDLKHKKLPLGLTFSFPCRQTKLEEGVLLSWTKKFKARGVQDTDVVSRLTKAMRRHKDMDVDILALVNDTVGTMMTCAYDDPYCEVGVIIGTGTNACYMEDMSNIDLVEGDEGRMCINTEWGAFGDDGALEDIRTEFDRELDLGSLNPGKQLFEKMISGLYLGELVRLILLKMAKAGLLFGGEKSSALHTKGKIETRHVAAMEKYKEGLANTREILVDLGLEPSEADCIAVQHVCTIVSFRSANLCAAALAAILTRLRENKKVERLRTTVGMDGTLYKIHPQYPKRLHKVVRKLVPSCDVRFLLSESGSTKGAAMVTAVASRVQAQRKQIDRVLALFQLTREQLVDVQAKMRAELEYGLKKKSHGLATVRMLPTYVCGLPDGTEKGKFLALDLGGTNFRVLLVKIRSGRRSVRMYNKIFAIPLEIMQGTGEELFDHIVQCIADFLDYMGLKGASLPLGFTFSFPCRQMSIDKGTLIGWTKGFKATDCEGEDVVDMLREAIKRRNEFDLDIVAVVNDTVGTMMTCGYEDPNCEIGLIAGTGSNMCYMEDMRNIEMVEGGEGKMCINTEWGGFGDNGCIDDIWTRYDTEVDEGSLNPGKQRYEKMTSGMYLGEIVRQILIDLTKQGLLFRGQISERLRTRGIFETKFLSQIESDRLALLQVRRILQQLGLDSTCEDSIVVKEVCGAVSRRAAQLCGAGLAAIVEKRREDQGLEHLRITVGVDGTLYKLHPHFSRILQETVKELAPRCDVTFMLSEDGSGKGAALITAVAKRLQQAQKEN
#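 Material: recombinant HKDC1 hexokinase; Amount: HKDC1 at 5 µg/mL; Medium: Tris pH 8.0 buffer with MgCl2, Tween-20, BSA, BME; Schedule: 90 min reaction incubation at room temperature, dark; Technique: coupled resazurin fluorescence, excitation 525 nm, emission 613 nm.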
# 697 NFkB inh: lowers PMA/ionomycin-induced NF-kB signal in 697 B cells; 697 B-cell NF-kB luciferase reporter, 16 h; inhibition, % at 4 µM; actives 0.33% (n = 330,000); in the data active = inhibition above about 35%
# Apaf-1 inh: blocks human Apaf-1 apoptosome activity; O14727; reconstituted apoptosome caspase-3 activity, DEVD-Rh110 fluorescence; inhibition, % at 20 µM; actives 0.71% (n = 330,000); active = inhibition of at least 40% at 20 µM;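 note: plate controls were DMSO wells for no effect and DEVD-CHO caspase inhibitor wells for full effect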
#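 System – cell-free apoptosome with Apaf-1, procaspase-3 and caspase-9 · Buffer or medium – pH 7.5 Hepes buffer with CHAPS, BSA, DTT · Also added – cytochrome c with DEVD-Rh110 · Times – 30 min compound preincubation, 50 min activation, room temperature · Technique – Rh110 fluorescence intensity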
# Gli-Sufu antag: blocks Gli-Sufu signaling in a luciferase reporter; actives 0.74% (n = 340,000); inhibition, % at 5 µM; Sufu-KO-LIGHT fibroblasts, Gli luciferase reporter luminescence; AID 588413;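 active = inhibition above about 55%, limit read from the data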;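 note: 0% = DMSO-treated cells and 100% = wells with medium but no cells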
# SENP7 block: inhibitors of human SENP7 protease; recombinant SENP7, Z-RLRGG-aminoluciferin luminescence, 40 min; actives 1.5% (n = 330,000); inhibition, % at 5 µM;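 active = inhibition above about 50% at the single test dose, limit read from the data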;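 note: plate controls were DMSO with enzyme for no effect and no enzyme buffer wells for full effect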
# * hit, by the source's call; ? = inconclusive; nt = not tested or not shown. Cut-off read from the data, not from the text of the source, unless noted: active = inhibition above about 50%; inactive = the rest.
(1) Cc1cccc(N2CC(C(=O)NCC3COc4ccccc4O3)CC2=O)c1C (configuration not stated)
(2) COc1ccc(-n2cnnc2SCC(=O)c2ccc(S(=O)(=O)N3CCOCC3)cc2)cc1
(3) O=C(N/N=C/c1ccoc1)c1ccc(Br)cc1
(4) Cc1onc(-c2ccccc2Cl)c1C(=O)N1CCOC12CCCCC2
(5) Cc1cccc(NC(=S)NCc2cccs2)c1
(6) CCC(=O)N1CN(S(=O)(=O)c2ccc(C)cc2)CC1C (configuration not stated)
(7) CN(CC(=O)Nc1ccccc1Cl)C(=O)COC(=O)c1ccc(S(=O)(=O)C(F)F)cc1
(8) CCCc1ccc(C(C)NC(=S)NCc2ccc(F)cc2)cc1 (configuration not stated)

assay / entry,1,2,3,4,5,6,7,8
Gli-Sufu antag,3,3,-15,-9,-4,3,-8,-8
HKDC1 inhibitor,-2,0,-6,-5,12,11,-7,-5
697 NFkB inh,18,-10,-1,14,18,29,7,-17
UBC13 polyUb,3,-6,1,0,3,-4,1,-6
Jurkat NFkB inh,4,5,17,-15,1,20,8,1
Apaf-1 inh,-10,6,4,-11,-5,-16,0,25
SENP7 block,9,-8,0,3,9,2,-6,-2
SENP8 block,3,-13,6,0,0,-7,5,2

(9) CN(C)S(=O)(=O)N1CCN(c2cccc(Cl)c2)CC1
(10) CCOc1ccc(CN(C)C(=O)c2cc3ccccc3o2)cc1OC
(11) O=C(O)c1ccc(NC(=O)C2(c3ccccc3)CCCC2)cc1
(12) Cc1ccc(N2C(=O)N(c3ccc(C)cc3)C3CS(=O)(=O)CC32)cc1 (configuration not stated)
(13) O=C(COC(=O)COc1ccc(Cl)cc1)NCc1cccs1
(14) CN(C)CCCOc1ccc2c(c1)Sc1ccccc1CC2=O
(15) CN1C(=O)/C(=C/c2ccccc2OCc2ccc(C(=O)O)cc2)NC1=S
(16) CC(=O)c1ccc(N2CCN(C(=O)/C=C/c3cccs3)CC2)cc1

assay / entry,9,10,11,12,13,14,15,16
Gli-Sufu antag,1,5,4,15,4,2,2,-4
HKDC1 inhibitor,2,-8,4,-1,-4,4,8,-9
697 NFkB inh,-3,11,8,7,10,-16,9,14
UBC13 polyUb,-6,-4,-5,-5,-2,9,-5,-1
Jurkat NFkB inh,-10,1,-16,-10,5,5,-2,20
Apaf-1 inh,11,11,-8,-1,0,7,5,2
SENP7 block,-9,-1,6,10,13,0,3,9
SENP8 block,-11,-3,-4,-7,-9,1,-2,-2

(17) Cc1ccccc1C(=O)Nc1cccc(NC(=O)Cn2cnc3c(=O)n(C)c(=O)n(C)c32)c1
(18) O=C1CC(NS(=O)(=O)c2cc(F)ccc2F)CN1c1ccc2c(c1)OCCO2 (configuration not stated)
(19) CC(=O)c1ccc(S(=O)(=O)N2CCN(C)CC2)cc1
(20) Cc1ccc(OCc2cc(C(=O)N3CCC(c4ccccc4Cl)C3)no2)cc1C (configuration not stated)
(21) C=CCNC(=S)N1CC2(C)CN(C(=S)NCC=C)CC(C)(C1)C2=O
(22) CC(Sc1nc(NC(C)(C)C)nc(N(C)C)n1)C(=O)Nc1ccccc1 (configuration not stated)
(23) O=c1[nH]c2ccc(S(=O)(=O)N3CCN(c4ccc(F)cc4)CC3)cc2o1
(24) COCCn1c(=NC(=O)c2sc3ccccc3c2Cl)sc2cc(S(N)(=O)=O)ccc21

assay / entry,17,18,19,20,21,22,23,24
Gli-Sufu antag,32,-14,3,4,8,4,4,17
HKDC1 inhibitor,-5,-1,-2,7,1,0,-2,-3
697 NFkB inh,1,26,12,-45,5,13,-1,0
UBC13 polyUb,2,-5,9,-4,13,-3,2,9
Jurkat NFkB inh,16,2,14,-48,-1,-2,8,-18
Apaf-1 inh,-20,12,-1,18,-17,9,-24,13
SENP7 block,2,-8,-2,0,3,5,1,6
SENP8 block,10,-5,-6,-2,-2,2,55*,-2

(25) Cc1ccc(-c2nc(SCC(=O)N(C)C3CCS(=O)(=O)C3)[nH]c2-c2ccc(C)cc2)cc1 (configuration not stated)
(26) Cc1cccnc1NC(=O)c1ccc([N+](=O)[O-])o1
(27) COc1ccc(-c2csc(-n3ncc(-c4ccccn4)c3N)n2)cc1
(28) COc1cc2c(C(=O)N3CCN(C)CC3)c(C)oc2cc1Br
(29) COCCCN1C(=O)c2ccc(C(=O)NCc3ccccn3)cc2C1=O
(30) Clc1cccc(CNCCCSc2ncccn2)c1Cl
(31) Oc1ccc(/C=N/N(c2ccccc2)c2ccccc2)c(O)c1O
(32) C(=N\N(c1ccccc1)c1ccccc1)/c1ccc2c(c1)OCO2

assay / entry,25,26,27,28,29,30,31,32
Gli-Sufu antag,1,0,2,5,-8,0,nt,-5
HKDC1 inhibitor,4,8,-1,-3,-3,-2,nt,-3
697 NFkB inh,-15,18,7,0,12,4,-1,13
UBC13 polyUb,-9,-6,6,-11,1,4,-12,6
Jurkat NFkB inh,-9,-7,1,-12,-4,-7,-12,15
Apaf-1 inh,22,4,-13,8,0,-1,32,-7
SENP7 block,-8,13,1,2,0,-11,5,4
SENP8 block,-6,6,4,1,0,-7,10,-2

# Some entries already given, showing only 697 NFkB inh, SENP7 block and UBC13 polyUb:
No.	smiles	697 NFkB inh	SENP7 block	UBC13 polyUb
28	COc1cc2c(C(=O)N3CCN(C)CC3)c(C)oc2cc1Br	0	2	-11
22	CC(Sc1nc(NC(C)(C)C)nc(N(C)C)n1)C(=O)Nc1ccccc1 (configuration not stated)	13	5	-3

# New compounds follow
(33) COc1ccc(C(=O)Nc2c(N)nc(SCC(=O)N3CCC(C)CC3)[nH]c2=O)cc1OC
(34) O=c1[nH]c(Nc2nc3ccccc3o2)nc2c1CCCC2
(35) COc1ccccc1C1CC(c2c(-c3ccccc3)c3cc(Cl)ccc3[nH]c2=O)=NN1S(C)(=O)=O (configuration not stated)
(36) CN(C)CCCN(C(=O)c1ccc2c(c1)CCCC2)c1nc2c(F)cccc2s1
(37) O=c1c2ccccc2nc(/C=C/c2c[nH]c3ccccc23)n1-c1ccc([N+](=O)[O-])cc1
(38) CC(=O)NCC(=O)OC(C(=O)c1ccccc1)c1ccc(Cl)cc1 (configuration not stated)
(39) COc1cccc(C(=O)NCCC2=CCCCC2)c1OC
(40) CC1(C)CC(NS(=O)(=O)c2ccccc2)CC(C)(C)N1

assay / entry,33,34,35,36,37,38,39,40
Gli-Sufu antag,2,62*,-24,-1,15,7,-61,20
HKDC1 inhibitor,-3,15,-2,10,-5,-6,0,-3
697 NFkB inh,-2,-275,17,-32,-25,1,-83,4
UBC13 polyUb,-4,5,17,38,-11,7,1,-5
Jurkat NFkB inh,-8,71*,8,-6,-19,-17,-61,-14
Apaf-1 inh,6,5,21,7,-1,-8,-1,3
SENP7 block,-8,0,0,2,7,-6,-5,10
SENP8 block,-4,22,11,0,2,-2,-10,2

(41) CCn1nc(C(=O)OC2CCOC2=O)c2ccccc2c1=O (configuration not stated)
(42) COc1cccc(-c2[nH]nc3c2C(c2ccsc2)C(C#N)=C(N)O3)c1 (configuration not stated)
(43) Cc1c(C(=O)N2CCCCC2)c(S(=O)(=O)NCc2ccccc2Cl)c(C)n1C
(44) CCc1oc2ccccc2c1C(=O)CCN1CCCCC1
(45) Cc1cc(N)n(-c2ccccc2)n1
(46) Cc1cccc(NC(=S)N2CCC(c3nc4ccccc4o3)CC2)c1C
(47) O=C1N=C(N2CCOCC2)S/C1=C1\C(=O)N(Cc2ccccc2)c2ccccc21
(48) CCC1(c2ccccc2)NC(=O)N(CC(=O)N(C)CC(=O)Nc2c(C)cccc2C)C1=O (configuration not stated)

assay / entry,41,42,43,44,45,46,47,48
Gli-Sufu antag,-7,7,-19,1,-9,3,-76,-14
HKDC1 inhibitor,-2,15,-2,10,-1,11,-8,6
697 NFkB inh,-21,12,3,0,-18,11,-177,11
UBC13 polyUb,-14,-28,-2,1,-5,1,-26,0
Jurkat NFkB inh,-5,-12,6,0,0,14,-108,11
Apaf-1 inh,4,60*,-8,2,-2,10,16,7
SENP7 block,-5,22,1,2,6,11,-9,12
SENP8 block,-4,17,-2,-15,-2,-1,-3,6

(49) COc1ccccc1N1CCN(C(=O)c2cc(-c3ccc(Br)cc3)on2)CC1
(50) COc1cccc(NC(=S)Nc2cc(C)cc(C)n2)c1
(51) O=C(O)c1cccc(CN2C(=O)SC(Nc3ccccc3)C2=O)c1 (configuration not stated)
(52) COc1ccc(C2C(C#N)=C(N)OC3=C2C(=O)CC(C)(C)C3)cc1 (configuration not stated)
(53) O=C(Cn1ccc(=O)[nH]c1=O)Nc1ccc(C(=O)O)c(O)c1
(54) O=S(=O)(c1cccc2cccnc12)N1CCCc2ccccc21
(55) CCOc1cc(C2C3=C(CCCC3=O)N(CC(=O)O)C3=C2C(=O)CCC3)ccc1OC
(56) O=C(COc1ccc(Cl)cc1)NCCS(=O)(=O)N1CCN(c2ccccc2F)CC1

assay / entry,49,50,51,52,53,54,55,56
Gli-Sufu antag,-6,-64,4,-4,2,4,-7,0
HKDC1 inhibitor,3,-5,-5,-9,4,5,3,-1
697 NFkB inh,-6,-115,0,8,-18,18,2,14
UBC13 polyUb,12,?,5,6,-1,12,-5,10
Jurkat NFkB inh,-1,-71,3,17,-23,8,5,-7
Apaf-1 inh,25,-6,13,-7,5,-16,-3,8
SENP7 block,8,7,-3,3,4,2,1,2
SENP8 block,-4,-1,-2,5,7,0,0,-5

(57) Cc1ccc(C(=O)OCc2nnc(-c3ccccc3)o2)s1
(58) CC(C(=O)NCC1CCCCC1)N(C)CC(=O)Nc1ccc(N2CCOCC2)cc1 (configuration not stated)
(59) COc1ccccc1CN1C[C@@H]2C[C@@H](c3cccc(C)n3)N3CCC[C@@]23C1=O
(60) Cn1nnnc1SCc1ccc(Cl)cc1
(61) COc1ccc(S(=O)(=O)N2CCCCCC2)cc1C(=O)Nc1ccccn1
(62) O=S(=O)(c1ccc2c(c1)OCCCO2)N1CCNCC1
(63) Cn1c(N)c(C#N)c2c(c1=S)COC(C)(C)C2
(64) CC(=O)c1ccc(NC(=O)CSc2nccn2CCc2ccccc2)cc1
(65) Cc1cc(C(=O)N2CCCC(N3CCN(c4ccccc4C)CC3)C2)n(C)n1 (configuration not stated)
(66) Cc1cc(C)c(Nc2ncccc2C(=O)O)c(C)c1

assay / entry,57,58,59,60,61,62,63,64,65,66
Gli-Sufu antag,-6,-2,9,1,0,5,2,-42,10,-6
HKDC1 inhibitor,3,-6,-9,-9,4,-4,2,-5,-2,-10
697 NFkB inh,6,13,23,-6,-1,10,19,-22,-4,19
UBC13 polyUb,2,0,-1,-1,7,10,-3,3,-1,5
Jurkat NFkB inh,-4,5,5,-3,-27,-8,4,-48,6,0
Apaf-1 inh,8,-12,15,7,20,-4,2,3,-1,3
SENP7 block,1,-8,-3,-11,8,1,5,7,-1,2
SENP8 block,-4,4,-5,-10,-1,1,-3,-2,5,-2

# Entries from the list above containing an aryl thioether with sulfur outside any ring (7):
(2) COc1ccc(-n2cnnc2SCC(=O)c2ccc(S(=O)(=O)N3CCOCC3)cc2)cc1
(22) CC(Sc1nc(NC(C)(C)C)nc(N(C)C)n1)C(=O)Nc1ccccc1 (configuration not stated)
(25) Cc1ccc(-c2nc(SCC(=O)N(C)C3CCS(=O)(=O)C3)[nH]c2-c2ccc(C)cc2)cc1 (configuration not stated)
(30) Clc1cccc(CNCCCSc2ncccn2)c1Cl
(33) COc1ccc(C(=O)Nc2c(N)nc(SCC(=O)N3CCC(C)CC3)[nH]c2=O)cc1OC
(60) Cn1nnnc1SCc1ccc(Cl)cc1
(64) CC(=O)c1ccc(NC(=O)CSc2nccn2CCc2ccccc2)cc1

assay / entry,2,22,25,30,33,60,64
Gli-Sufu antag,3,4,1,0,2,1,-42
HKDC1 inhibitor,0,0,4,-2,-3,-9,-5
697 NFkB inh,-10,13,-15,4,-2,-6,-22
UBC13 polyUb,-6,-3,-9,4,-4,-1,3
Jurkat NFkB inh,5,-2,-9,-7,-8,-3,-48
Apaf-1 inh,6,9,22,-1,6,7,3
SENP7 block,-8,5,-8,-11,-8,-11,7
SENP8 block,-13,2,-6,-7,-4,-10,-2
